Screening results from PubChem BioAssay.
hIAP block = human IAP inhibition; P09923; purified IAP, CDP-Star luminescence, 30 min; inhibition, % at 10 µM; 0.12% of 330,000 active; AID 2544;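 active means inhibition reaching a set limit with compound at 10 µM in the primary screen, cut at about 35% in these data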;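 further: plate controls were DMSO wells with enzyme for no effect and no-enzyme buffer wells for full effect; values of inactives mirror those of a sister screen read the other way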
Target sequence (P09923 whole entry, looked up): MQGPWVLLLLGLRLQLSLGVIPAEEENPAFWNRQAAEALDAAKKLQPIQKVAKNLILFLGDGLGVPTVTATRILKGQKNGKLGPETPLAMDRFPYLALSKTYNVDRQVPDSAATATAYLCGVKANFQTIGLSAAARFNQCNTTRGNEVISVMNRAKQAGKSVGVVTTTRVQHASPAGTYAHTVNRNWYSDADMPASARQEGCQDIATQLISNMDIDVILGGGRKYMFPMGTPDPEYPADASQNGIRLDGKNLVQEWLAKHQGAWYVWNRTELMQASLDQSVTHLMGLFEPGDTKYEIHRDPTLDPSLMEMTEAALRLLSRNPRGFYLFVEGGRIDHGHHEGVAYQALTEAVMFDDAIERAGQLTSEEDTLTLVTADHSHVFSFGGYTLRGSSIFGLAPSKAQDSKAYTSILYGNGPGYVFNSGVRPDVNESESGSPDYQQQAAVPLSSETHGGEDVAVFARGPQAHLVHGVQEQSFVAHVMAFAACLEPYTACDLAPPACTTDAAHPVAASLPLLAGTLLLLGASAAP
hIAP act = increases human intestinal alkaline phosphatase activity | P09923 | purified human IAP, CDP-Star luminescence, 30 min; hits give high values; 1 = vehicle-only enzyme, 0 = enzyme-free background | activation factor at 10 µM | 0.16% of 330,000 active;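 active means activation factor of the enzyme at least 2-fold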; further: the source names both 10 and 20 µM as test concentration; values of inactives mirror those of a sister screen read the other way
mIAP inh = blocks mouse intestinal alkaline phosphatase; purified mouse IAP, CDP-Star luminescence, 30 min; inhibition, % at 10 µM; 0.2% of 330,000 active; AID 2806;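 active means inhibition of at least 40% at 10 µM in the primary screen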;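 further: plate controls were DMSO with enzyme for no effect and no enzyme wells for full effect; values of inactives mirror those of a sister screen read the other way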
ATG4B inh = ATG4B (human) cysteine protease inhibition. Q9Y4P1. ATG4B cleavage of LC3-PLA2, NBD-HPC fluorescence, 1 h. inhibition, % at 8.33 µM. 0.51% of 340,000 active. AID 504462; in the data active means inhibition above about 40%
HKDC1 inhibitor = inhibitors of human hexokinase HKDC1. Q2TB90. recombinant HKDC1, G6PDH/diaphorase resazurin coupled fluorescence. inhibition, % at 20 µM. 0.16% of 340,000 active;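 active means inhibition above about 35% when tested at 20 µM, limit read from the data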;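 further: plate controls were DMSO wells with enzyme for no effect and DMSO wells lacking enzyme for full effect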
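Test system: recombinant HKDC1 (HK5) hexokinase enzyme, produced in-house / Doses: 20 µM test compound, 1% DMSO / Timing: 90 min, room temperature / Detection: G6PDH/diaphorase-coupled fluorescence, 1 mM NADP, 100 µM resazurin, 525/613 nm / Control set: DMSO wells with and without enzyme mix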
A3A deaminase = human APOBEC3A DNA deaminase inhibition; 0.41% of 330,000 active; AID 493011; recombinant A3A, FAM/TAMRA ssDNA deamination fluorescence; inhibition, % at 20 µM;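 active means at least 40% inhibition at 20 µM here, with at most 30% in a related deaminase screen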;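 further: plate controls were A3A with DMSO for no effect and wells lacking A3A enzyme for full effect; some results filed as inactive read as strong as hits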
Target sequence (P31941 whole entry, looked up): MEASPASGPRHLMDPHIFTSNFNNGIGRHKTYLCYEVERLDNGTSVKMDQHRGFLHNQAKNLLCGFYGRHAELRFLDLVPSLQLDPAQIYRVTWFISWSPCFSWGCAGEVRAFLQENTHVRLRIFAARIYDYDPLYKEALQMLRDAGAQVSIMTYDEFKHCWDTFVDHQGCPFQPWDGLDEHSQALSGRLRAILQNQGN
PfG6PD inh = PfG6PD (Plasmodium falciparum) enzyme inhibition; 0.78% of 350,000 active; AID 504690; inhibition, % at 20 µM; PfGluPho enzyme, NADPH resazurin-diaphorase fluorescence;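 active means inhibition reaching at least a set limit at 20 µM in the primary screen, cut at about 59% in these data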;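 further: 0% = DMSO wells with substrate and 100% = DMSO wells lacking glucose-6-phosphate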
mIAP act = increases mouse intestinal alkaline phosphatase activity; muIAP, CDP-Star luminescence, 30 min; hits give high values; 1 = vehicle-only enzyme signal, 0 = enzyme-free wells; 0.24% of 330,000 active; activation factor at 10 µM;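 active means activation factor of at least 2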; further: the source names both 10 and 20 µM as test concentration; values of inactives mirror those of a sister screen read the other way
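Assay system: mouse IAP enzyme; Reagent: CDP-Star chemiluminescent phosphatase substrate; Compound: DMSO-dissolved test compounds; Incubation: 30 min, room temperature; Technique: luminescence from enzymatic CDP-Star hydrolysis; Controls: DMSO-only wells and no-enzyme negative control.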
Numbers without * were called inactive; x = not tested or not shown.

hIAP block	hIAP act	mIAP inh	ATG4B inh	HKDC1 inhibitor	A3A deaminase	PfG6PD inh	mIAP act	structure
4	0.96	-2	-5	3	3	34	1	Cc1cc(C)cc(C(=O)NCC(=O)OCC(=O)NC2CCCc3ccccc32)c1 (stereo not given)
1	0.99	6	0	3	-3	0	0.94	CC(C)(C)OC(=O)NCCCCCc1nnc(SCc2cccc(F)c2)o1
3	0.97	-5	1	-5	-1	-1	1.1	Cc1c(CC(=O)NCC(=O)O)c(=O)oc2cc3c(cc12)CCC(C)(C)O3
2	0.97	8	-5	5	-2	1	0.92	COc1ccccc1CNC(=O)CS(=O)(=O)c1ccc(C)cc1
3	0.97	2	-1	8	-2	0	0.97	COc1cc2c(c(OC)c1OC)CCc1cnoc1-2
-14	1.1	8	-5	0	-2	-11	0.92	CN(C)S(=O)(=O)n1cnc(C(CCO)c2ncn(S(=O)(=O)N(C)C)c2CCCO)c1 (stereo not given)
-27	1.3	0	4	-3	-1	-4	1	Cc1nn(-c2ccccc2)c(Cl)c1C(=O)NCC(C)C
-22	1.2	5	1	-4	-2	-2	0.95	Cc1nc(-c2ccccc2)nn1-c1ccc([N+](=O)[O-])cc1
6	0.94	2	10	-2	-3	0	0.98	CS(=O)(=O)N1CCN(C(=O)NC2CCCCC2)CC1
-9	1.1	3	0	-14	-3	-8	0.97	CS(=O)(=O)N1CCN(C(=O)Cc2ccccc2Cl)CC1
4	0.96	1	4	-3	2	8	0.99	CCc1cccc2[nH]c3cc([N+](=O)[O-])ccc3c12
-20	1.2	-1	-4	1	-6	20	1	C/C(=N\NC(=O)C(NC(=O)c1ccccc1)C(C)C)c1ccccc1 (stereo not given)
-7	1.1	8	2	-2	-3	3	0.92	CCOC(=O)Cn1cnc2c(C#N)c3n(c2c1=O)CCCCC3
-6	1.1	-5	-3	-2	3	-1	1	CC(C)(C)OC(=O)N1CCCC(C(=O)Nc2ccc(C(=O)N3CCCCC3)cc2)C1 (stereo not given)
4	0.96	-3	-1	0	0	-1	1	Cc1ccc(Nc2ncnc3sccc23)c(C)c1
-2	1	2	-4	-10	-2	-21	0.98	Cc1ccccc1S(=O)(=O)Cc1ccc(C(=O)NCCCN2CCCC2)o1

Arranged by molar mass (descending): part of the list above.
hIAP block	hIAP act	mIAP inh	ATG4B inh	HKDC1 inhibitor	A3A deaminase	PfG6PD inh	mIAP act	structure
-6	1.1	-5	-3	-2	3	-1	1	CC(C)(C)OC(=O)N1CCCC(C(=O)Nc2ccc(C(=O)N3CCCCC3)cc2)C1 (stereo not given)
-9	1.1	3	0	-14	-3	-8	0.97	CS(=O)(=O)N1CCN(C(=O)Cc2ccccc2Cl)CC1
-7	1.1	8	2	-2	-3	3	0.92	CCOC(=O)Cn1cnc2c(C#N)c3n(c2c1=O)CCCCC3
6	0.94	2	10	-2	-3	0	0.98	CS(=O)(=O)N1CCN(C(=O)NC2CCCCC2)CC1
-22	1.2	5	1	-4	-2	-2	0.95	Cc1nc(-c2ccccc2)nn1-c1ccc([N+](=O)[O-])cc1
4	0.96	-3	-1	0	0	-1	1	Cc1ccc(Nc2ncnc3sccc23)c(C)c1
4	0.96	1	4	-3	2	8	0.99	CCc1cccc2[nH]c3cc([N+](=O)[O-])ccc3c12

The results go on.
hIAP block	hIAP act	mIAP inh	ATG4B inh	HKDC1 inhibitor	A3A deaminase	PfG6PD inh	mIAP act	structure
-4	1	-6	3	-3	0	-13	1.1	Cc1nnc(SCC(=O)N2CCN(c3ccccc3)CC2)n(N)c1=O
-8	1.1	-6	-2	-20	-3	-28	1.1	CCC(=O)NC(c1ccc(Cl)cc1Cl)c1ccc2cccnc2c1O (stereo not given)
8	0.92	3	-6	-5	-4	-7	0.97	COc1ccc(NC(=O)/C=C/C(=O)O)cc1Cl
10	0.9	0	-3	2	-1	2	1	COc1ccc(S(=O)(=O)Nc2cccnc2)cc1OC
18	0.82	-6	-10	3	1	8	1.1	CC(C)(C)c1ccc(C(=O)OCC(=O)NC2CC2)cc1
-12	1.1	-13	-3	-4	2	7	1.1	NC(=O)Nc1ccc(C(=O)OCC(=O)N(Cc2ccccc2)C2CCS(=O)(=O)C2)cc1 (stereo not given)
-11	1.1	-7	0	7	-1	24	1.1	Cc1ccc2cc(C#N)c(N3CCCN(C(=O)C4CCCO4)CC3)nc2c1C (stereo not given)
2	0.97	10	-2	-1	5	-1	0.9	O=C(NCCCNC(=O)c1ccccn1)c1ccccn1
12	0.88	-7	10	6	-2	-3	1.1	CCC(NC(=O)c1cc(COc2c(F)cccc2F)on1)c1ccncc1 (stereo not given)
-4	1	-6	0	1	-2	-8	1.1	C=CCN(C(=O)c1csnn1)C(C(=O)NC1CCCC1)c1cccs1 (stereo not given)
11	0.89	2	-2	1	-4	23	0.98	O=C1CSC(=Nc2ccc(O)cc2)N1c1ccc(O)cc1
13	0.87	6	4	-3	8	-4	0.94	CSc1nc(C(=O)N2CCCC(N3CCN(c4ccccc4C)CC3)C2)cs1 (stereo not given)
-21	1.2	24	1	-4	0	-3	0.76	CCNc1oc(/C=C/c2ccc(OCC)cc2)nc1C#N
-10	1.1	-3	0	-2	0	-4	1	CN(C(=O)CSc1ncnc2ccccc12)C1CCCCC1
-6	1.1	-9	2	-5	-4	15	1.1	O=C(NCc1cccnc1)C1CC(c2cccc(Br)c2)=NO1 (stereo not given)
-15	1.2	6	1	-5	-4	22	0.94	CCOC(=O)CC(C#N)c1cn(C)c2ccccc12 (stereo not given)
16	0.84	1	6	3	3	-11	0.99	COc1cc(C)ccc1OCCCON1C(=O)CCC1=O
10	0.9	9	5	-4	-4	56	0.91	Cc1ccc(C(=O)Nc2ccc(O)cc2C(=O)O)cc1C
8	0.92	0	8	-7	-1	8	1	Cn1c(=O)c2ncn(CC(=O)Nc3ccc(N4CCOCC4)cc3)c2n(C)c1=O
16	0.84	4	-10	0	0	13	0.96	COc1cccc(-c2nc(-c3ccccc3)nc(N3CCN(C)CC3)c2C#N)c1
-4	1	1	1	-2	-5	-7	0.99	COc1ccc(CC(=O)OCC(=O)NCc2ccc(F)cc2)cc1
-14	1.1	8	-7	0	0	-15	0.92	O=C(COc1ccccc1C(=O)O)Nc1cccc2ccccc12
18	0.82	0	6	-4	-1	-17	1	Cc1cc(C)n(/N=C/c2c[nH]c3ccccc23)c(=O)c1
-12	1.1	-2	0	-2	6	-4	1	O=C(COC(=O)C1CCN(S(=O)(=O)c2cccs2)CC1)NCc1ccc(F)cc1
-10	1.1	-14	8	1	-7	-6	1.1	O=S(=O)(c1cc(Cl)c(Cl)cc1Cl)N1CCN2CCCC2C1 (stereo not given)
-11	1.1	6	-1	-3	-3	10	0.94	CCn1c(=S)sc2c(=O)n(CC(=O)NC(C)CCc3ccccc3)c(C)nc21 (stereo not given)
-5	1.1	1	-6	-5	-4	10	0.99	CC(C)C(NS(=O)(=O)c1cccs1)C(=O)NCc1ccccc1 (stereo not given)
6	0.94	-4	27	5	-5	19	1	O/N=C/c1cc(Br)ccc1OCc1cccc(F)c1
11	0.89	2	0	-7	-6	-3	0.98	O=C(Cc1ccc(NC2=NC3CS(=O)(=O)CC3S2)cc1)NCc1ccccc1 (stereo not given)
3	0.97	-1	-2	-7	2	1	1	O=C1c2ccccc2C(O)N1Cc1cccs1 (stereo not given)
-19	1.2	-11	4	4	-5	20	1.1	COc1ccc(O)c(CN2CCC(n3nccc3NC(=O)CCOc3ccccc3)CC2)c1
-2	1	-1	1	-10	-3	19	1	CN1CCN(NS(=O)(=O)c2ccc(Cl)s2)CC1
-27	1.3	1	0	3	-4	9	0.99	COc1ccc(C2NC(=O)NC(C)=C2[N+](=O)[O-])cc1 (stereo not given)
5	0.95	-1	-11	-1	-1	-10	1	COC(=O)c1ccccc1NC(=O)Nc1ccc2c(c1)OCO2
-20	1.2	-14	-4	3	-3	-8	1.1	COc1ccc(C2(O)CCN(CC(=O)Nc3nccs3)CC2)c(OC)c1
-3	1	-2	-16	-2	2	13	1	COc1ccc(OC)c(N2C(=O)CC(Cc3ccc(Cl)cc3)C2=O)c1 (stereo not given)
-20	1.2	1	-9	0	1	6	0.99	Cc1cc(NC(=O)CCC(=O)N(c2ccc(F)cc2)C(C(=O)NC2CCCC2)c2ccncc2)no1 (stereo not given)
0	0.99	-4	-8	-2	1	23	1	CCO[C@H]1OC(C(=O)NCc2ccccc2)=C[C@@H](c2ccc(Br)cc2)[C@@H]1CCCO
18	0.82	4	x	x	17	x	0.96	CCn1cc(C(=O)NC2CCCc3c2cnn3-c2cccc(C)c2C)cn1 (stereo not given)
-7	1.1	6	-2	-5	-4	14	0.94	O=c1cc[nH]c2cccc(Cc3ccccc3)c12
7	0.93	16	0	-2	-5	-10	0.83	Cc1csc(=O)n1CC(=O)OCC(=O)NNC(=O)c1ccc(Cl)cc1
-29	1.3	-5	5	-5	0	-17	1.1	O=C(CN1CCN(C(=O)C2CCCO2)CC1)Nc1cc(C(F)(F)F)ccc1Cl (stereo not given)
8	0.92	2	-6	-9	-1	-8	0.98	CCC(=O)Nc1cccc2ccccc12
-16	1.2	-3	2	-6	-2	-9	1	Cc1nc2ccccn2c1/C(O)=C1\C(=O)C(=O)N(CCN(C)C)C1c1cccnc1 (stereo not given)
2	0.98	0	7	11	-7	-23	0.99	C/C=C/c1ccc(OCCSc2nc(C)cc(=O)[nH]2)c(OC)c1
-1	1	-7	-4	1	0	5	1.1	O=C(NC1CC2CCC(C1)N2C(=O)NC1CCCCC1)NC12CC3CC(CC(C3)C1)C2 (stereo not given)
4	0.96	5	4	0	-3	-6	0.95	Cc1ccc(S(=O)(=O)N2CCOCC2)cc1C(=O)OCC(=O)N1CCCCC1
-9	1.1	6	9	-2	0	-6	0.94	O=C1C=C(O)CC(c2ccc(Cl)c(Cl)c2)C1 (stereo not given)

Rows were taken by chance. Share with any hit: about 2.4%.
